Screening results (PubChem)
UCHL1 block: blocks human UCHL1 ubiquitin-rhodamine cleavage. purified UCHL1, Ub-rhodamine cleavage fluorescence. P09936. hit rate 0.2% among 47,000. AID 1645859. inhibition, % at 20 µM
OTUD3 block: blocks human OTUD3 ubiquitin-rhodamine cleavage; purified OTUD3, Ub-rhodamine fluorescence, 2 h; Q5T2D3; hit rate 0.7% among 47,000; AID 1645858; inhibition, % at 25 µM
Target sequence (Q5T2D3 whole entry, looked up): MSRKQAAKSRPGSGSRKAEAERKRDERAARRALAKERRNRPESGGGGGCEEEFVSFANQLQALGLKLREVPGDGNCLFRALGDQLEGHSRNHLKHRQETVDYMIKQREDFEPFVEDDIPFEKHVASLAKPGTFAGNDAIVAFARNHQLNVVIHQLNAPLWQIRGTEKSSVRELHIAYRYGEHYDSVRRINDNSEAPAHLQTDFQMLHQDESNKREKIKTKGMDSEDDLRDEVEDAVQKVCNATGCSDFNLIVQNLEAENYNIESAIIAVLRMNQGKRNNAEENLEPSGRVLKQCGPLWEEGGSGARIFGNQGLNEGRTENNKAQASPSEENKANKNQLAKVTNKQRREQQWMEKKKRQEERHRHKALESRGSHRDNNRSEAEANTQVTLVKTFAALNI
USP30 block: inhibitors of human USP30 deubiquitinase | AID 1645860 | purified USP30, Ub-rhodamine cleavage fluorescence | hit rate 5.3% among 47,000 | inhibition, % at 25 µM
USP10 block: inhibitors of human USP10 deubiquitinase. Q14694. hit rate 1.1% among 47,000. inhibition, % at 20 µM. AID 1645856. purified USP10, Ub-rhodamine fluorescence, 60 min
USP28 block: inhibitors of human USP28 deubiquitinase | purified USP28, Ub-rhodamine cleavage fluorescence, 30 min | AID 1645857 | inhibition, % at 25 µM | hit rate 3% among 47,000
USP8 block: human USP8 deubiquitinase inhibition. P40818. purified USP8, Ub-rhodamine cleavage fluorescence, 30 min. inhibition, % at 20 µM. hit rate 4.2% among 47,000
USP17 block: blocks human USP17 ubiquitin-rhodamine cleavage; A8MUK1; purified USP17, Ub-rhodamine cleavage fluorescence, 3 h; inhibition, % at 50 µM; hit rate 6.5% among 47,000; AID 1645855
Target sequence (A8MUK1 whole entry, looked up): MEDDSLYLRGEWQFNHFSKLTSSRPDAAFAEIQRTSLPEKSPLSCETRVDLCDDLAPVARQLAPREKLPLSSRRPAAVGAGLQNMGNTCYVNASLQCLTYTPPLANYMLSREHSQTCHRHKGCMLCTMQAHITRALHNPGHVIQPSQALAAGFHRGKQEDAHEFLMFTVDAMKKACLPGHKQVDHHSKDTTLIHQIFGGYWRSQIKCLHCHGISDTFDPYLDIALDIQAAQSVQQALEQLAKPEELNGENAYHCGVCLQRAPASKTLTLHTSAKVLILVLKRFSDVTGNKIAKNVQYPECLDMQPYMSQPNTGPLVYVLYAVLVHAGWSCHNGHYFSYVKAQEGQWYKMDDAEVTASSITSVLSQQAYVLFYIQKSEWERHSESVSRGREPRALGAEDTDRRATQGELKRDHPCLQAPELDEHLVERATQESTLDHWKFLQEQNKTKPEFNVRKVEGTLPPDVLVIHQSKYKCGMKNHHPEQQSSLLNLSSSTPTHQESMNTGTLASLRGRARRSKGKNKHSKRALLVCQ
USP7 inh: blocks human USP7 ubiquitin-rhodamine cleavage | Q93009 | purified USP7, Ub-rhodamine cleavage fluorescence | inhibition, % at 20 µM | hit rate 0.3% among 47,000
* = called active by the depositor; i = inactive; · = no result given. Cut-off read from the data, not from the text of the source: active = inhibition above about 30%; inactive = the rest.

The first nine records, to show the layout:
SMILES	UCHL1 block	OTUD3 block	USP30 block	USP10 block	USP28 block	USP8 block	USP17 block	USP7 inh
CC1(C)Cc2nc3sc4c(NCCOCCO)ncnc4c3cc2CO1	-0.1	9.9	-19.6	-4.9	-4.6	-8.3	-1.3	3.0
O=C(Nc1ccc(F)cc1)C1CCN(c2nc3nc[nH]c(=O)c3s2)CC1	-0.4	-5.3	-6.2	-0.1	-1.6	1.9	-8.5	1.4
Cn1c(SCC(=O)Nc2ccc3c(c2)OCCO3)nnc1C(F)(F)F	-2.1	0.2	1.5	0.5	9.6	-10.9	-1.3	3.5
CCc1ccc(C2CN3C(=O)N(c4ccc(OC)cc4)C(=O)[C@]3(C)c3[nH]c4ccccc4c32)cc1 (stereo not given in full)	8.1	7.8	13.1	9.3	10.1	19.4	7.8	13.0
COc1ncc(C(=O)N2CCc3ccccc3C2)cn1	-0.6	-5.6	0.5	-1.9	4.8	-2.6	5.6	0.2
Cc1nc(N(C)C)ncc1C(=O)N1Cc2ccccc2OC2(CCOCC2)C1	-2.4	-1.8	-0.1	1.5	-4.5	10.9	-2.1	0.0
COc1cccc(NC(=O)c2cccc3cn[nH]c23)c1	0.1	8.0	14.2	-0.3	10.6	0.1	3.5	0.4
COc1ccc(Cn2c(=O)n(C)c3ncncc32)cc1	0.6	4.5	24.2	2.2	9.0	8.4	11.1	0.4
CC(C)c1cc(Nc2ccc(O)cc2)n2nc(-c3cccnc3)nc2n1	0.1	15.3	17.7	7.1	4.1	16.8	19.3	0.0

This part in full, from the start:
SMILES	UCHL1 block	OTUD3 block	USP30 block	USP10 block	USP28 block	USP8 block	USP17 block	USP7 inh
CC1(C)Cc2nc3sc4c(NCCOCCO)ncnc4c3cc2CO1	-0.1	9.9	-19.6	-4.9	-4.6	-8.3	-1.3	3.0
O=C(Nc1ccc(F)cc1)C1CCN(c2nc3nc[nH]c(=O)c3s2)CC1	-0.4	-5.3	-6.2	-0.1	-1.6	1.9	-8.5	1.4
Cn1c(SCC(=O)Nc2ccc3c(c2)OCCO3)nnc1C(F)(F)F	-2.1	0.2	1.5	0.5	9.6	-10.9	-1.3	3.5
CCc1ccc(C2CN3C(=O)N(c4ccc(OC)cc4)C(=O)[C@]3(C)c3[nH]c4ccccc4c32)cc1 (stereo not given in full)	8.1	7.8	13.1	9.3	10.1	19.4	7.8	13.0
COc1ncc(C(=O)N2CCc3ccccc3C2)cn1	-0.6	-5.6	0.5	-1.9	4.8	-2.6	5.6	0.2
Cc1nc(N(C)C)ncc1C(=O)N1Cc2ccccc2OC2(CCOCC2)C1	-2.4	-1.8	-0.1	1.5	-4.5	10.9	-2.1	0.0
COc1cccc(NC(=O)c2cccc3cn[nH]c23)c1	0.1	8.0	14.2	-0.3	10.6	0.1	3.5	0.4
COc1ccc(Cn2c(=O)n(C)c3ncncc32)cc1	0.6	4.5	24.2	2.2	9.0	8.4	11.1	0.4
CC(C)c1cc(Nc2ccc(O)cc2)n2nc(-c3cccnc3)nc2n1	0.1	15.3	17.7	7.1	4.1	16.8	19.3	0.0
O=C(NCc1ccncc1)c1ccc(-n2cccn2)c(C#Cc2cccnc2)c1	-0.3	-5.3	-6.7	-1.2	-9.2	-110.3	42.7*	0.1
Cc1cc(=O)n(C)c2c(O)c3c(cc12)c(C)cc(=O)n3C	30.3*	57.0*	4.0	24.6	69.5*	49.6*	77.2*	-105.4
CN1C(=O)COc2ccccc2C/C=C/C[C@@H]2[C@H]1CCCN2C(=O)CCc1cccnc1	0.0	4.4	10.8	2.1	2.4	-107.3	-24.3	0.7
COc1ccc(NC(=O)C(C)c2c(C)n[nH]c2C)cc1 (stereo not given)	0.0	3.7	23.5	1.4	3.5	5.8	5.2	1.0
CCOc1cc2[nH]c(=O)n(Cc3ccc(C(=O)NCCCN4CCC(C)CC4)cc3)c(=O)c2cc1OCC	-3.1	0.0	34.8*	-14.6	22.1	-1.4	26.7	-5.1
O=C1CC[C@]2(CCCN(C(=O)Cc3ccc4c(c3)OCO4)[C@@H]2c2ccc(F)cc2)N1	-0.4	-0.5	-3.8	0.0	-7.3	4.7	3.3	-83.0
Cn1cccc1Cc1nnc(SCC(=O)N2CCCc3ccccc32)n1C	-1.6	-7.1	-21.0	-0.5	-7.6	-12.4	-12.7	-2.5
O=C1COc2ccccc2N1Cc1c(F)cccc1Cl	-2.3	1.3	-0.2	-1.5	4.4	2.1	-4.6	-12.9
CC(C)N1CC[C@@H]2[C@H](C1)CN2C(=O)NC1CCCCC1	-62.4	-166.2	i	-10.5	-244.5	-139.6	-166.3	-62.7
Cc1ccc2c(CN3CCC(C)CC3)cc(=O)oc2c1	2.7	2.6	-12.9	-2.3	-5.9	6.0	2.1	-10.1
CC1=C(C(=O)Nc2ccccc2)C(c2cccs2)n2ncnc2N1 (stereo not given)	-2.8	-1.6	-13.0	-1.2	-6.8	-32.6	-10.9	-4.0
O=C(Nc1ccc(F)cc1)N1CCC2(CC1)COCCN(Cc1ccncc1)C2	-1.5	2.7	-9.1	-2.5	0.2	-7.6	-0.9	3.9
Cc1nnc(NCC2COC3(COCCN(Cc4ccco4)C3)C2)o1 (stereo not given)	0.0	-2.3	13.6	2.0	-5.3	-95.3	-14.0	0.1
O=C(CSc1nnc(-c2cccc(Cl)c2)o1)Nc1ccc2c(c1)OCCO2	3.5	3.1	·	3.2	·	8.3	3.6	0.0
COc1cc(N2CC[C@@H]3[C@@H]2CCN3S(=O)(=O)C2CC2)ncn1	-2.0	-2.4	-12.1	-1.9	-0.1	-106.0	·	0.0
O=C(c1cccc(F)c1)N1CCC2(CC1)COCCN(c1ncccn1)C2	-9.3	-3.9	-4.5	-9.8	-6.1	3.3	-5.6	-6.7
(further entries)
SMILES	UCHL1 block	OTUD3 block	USP30 block	USP10 block	USP28 block	USP8 block	USP17 block	USP7 inh
CC(C)c1nc(CN2CCN(c3ccccc3F)CC2)cc(=O)[nH]1	6.3	12.2	29.7	0.7	14.4	11.3	11.7	4.0
COc1ccc(/C=C/c2ccnc3nc(-n4cccc4)nn23)cc1	-153.5	-221.9	i	-11.5	-237.7	-237.3	-200.4	-120.6
CC(NCc1ccc2c(c1)OCO2)C(=O)Nc1ccc2ccccc2c1 (stereo not given)	-6.9	-16.4	-39.2	-2.2	-13.3	-3.6	-18.2	-7.4
CCN1C(=O)c2ccccc2C(=O)[C@@]2(C)CN(Cc3cccc4cccnc34)C[C@@H]12	-1.6	-4.9	-29.1	-5.0	-8.4	-9.0	-20.9	-1.0
COc1ccc(/C=C/C(=O)Nc2nc3n(n2)C(c2ccccc2)CC(=O)N3)cc1 (stereo not given)	7.1	14.1	30.9*	21.5	3.4	72.5*	12.2	13.1
Cn1cncc1-c1nnc([C@H]2CCN(Cc3ncc[nH]3)C2)o1	-2.1	2.3	-15.4	-6.7	-4.6	-130.8	-39.8	0.0
O=C(CN1CCN(c2ccccc2)CC1)c1ccc2c(c1)CCN2	0.3	-15.9	-15.4	2.1	-14.9	-76.8	25.9	-8.9
CCn1ncc(Cn2nc(C)c(N)c2C)c1C	3.5	20.0	5.4	0.2	5.5	0.3	4.1	6.3
CCN1Cc2c(C(=O)Nc3ccccc3C)ncn2-c2ccccc2S1(=O)=O	-0.6	-10.1	-20.9	1.2	-10.3	-11.3	-25.2	-0.2
Cn1c(=O)n(Cc2ccccc2F)c2cccnc21	-1.0	-3.0	3.2	1.4	7.7	8.1	-4.7	-11.6
O=C(c1ccc(-c2ccccc2)cc1)c1cc2cc([N+](=O)[O-])ccc2o1	-3.0	-23.2	-25.4	0.0	-18.1	-15.7	5.8	4.9
CN1CCN(C(CNC(=O)COc2ccc3ccccc3c2)c2ccc(F)cc2)CC1 (stereo not given)	0.8	5.3	0.0	-4.3	0.3	-8.4	-11.7	1.1
O=C(c1c2c(c[nH]c1=O)CCCC2)N1CCCC(O)(CN2CCCC2)CC1 (stereo not given)	-5.5	-8.7	-21.1	0.2	-18.7	-13.4	-15.0	-0.3
O=c1c(Nc2cccc(F)c2)nc2ccncc2n1Cc1ccccc1	-0.7	-9.1	24.1	-2.1	-3.0	-5.0	66.6*	4.2
Cn1cccc1/C(C#N)=C\c1ccc(C#N)cc1	-19.6	-38.8	-239.6	-6.4	-57.8	27.0	-27.3	-28.3
COc1ccc(C(=O)CSc2nnc(COc3c(C)cccc3C)n2C)cc1OC	4.0	-2.5	9.7	-1.1	-0.5	-2.2	25.1	-1.6
C[C@H](NCC1C(=O)O[C@@H]2C[C@@]3(C)CCC[C@H](C)C3=C[C@H]12)c1ccccc1 (stereo not given in full)	5.0	-1.4	16.4	7.8	11.9	-10.8	-0.3	-1.9
OC(COc1ccccc1)CN1CCN(c2ncccn2)CC1 (stereo not given)	-0.4	4.1	5.6	-0.2	-0.3	1.2	-0.4	0.0
COc1cc(NC(=O)COC(=O)C2(c3ccccc3F)CCCC2)cc(OC)c1	8.4	22.5	41.4*	13.9	19.1	25.6	14.3	7.2
CCN1CCc2c(cccc2-n2nnc(C(=O)N3CCOCC3)c2C)C1	-2.9	-11.9	-36.6	-3.0	-13.4	-24.7	-15.3	0.5
COc1ccc(-n2nnc(C(=O)NCc3ccccc3F)c2-c2cccnc2)cc1	2.1	-1.7	·	1.6	·	3.5	-0.3	-1.9
COc1ccc(CN[C@H]2[C@H](O)[C@H](O)C[C@@H]2c2ccccc2)cn1	1.5	4.6	-17.6	0.0	5.2	-2.5	-21.4	-4.4
COc1ccc(CCC(=O)Nc2ccc3nc(N4CCOCC4)cc(C)c3c2)cc1	0.8	-0.3	-2.1	-6.0	10.4	8.2	33.3*	-1.1
CCN1C(=O)Cc2cc(NS(=O)(=O)c3ccc(OC)cc3)ccc21	1.1	8.6	21.8	2.0	15.6	12.3	0.0	0.6
O=C(NCc1ccco1)c1cccc2c1C(=O)N(C1CCCCC1)C2	-3.7	-4.6	-29.5	7.2	-7.7	6.9	-19.9	-4.3
(list continues)
SMILES	UCHL1 block	OTUD3 block	USP30 block	USP10 block	USP28 block	USP8 block	USP17 block	USP7 inh
COc1ccc(NC(=O)c2ccc(COc3ccc(F)cc3)o2)cc1OC	6.2	-20.1	-64.0	-2.4	6.3	17.2	18.4	2.6
CCC(=O)Nc1cc(=O)[nH]c2nc(COc3ccccc3)nn12	0.0	11.7	25.9	-3.2	7.5	12.2	8.4	5.0
Cc1ccc(C(=O)NC2CCN(Cc3c(C)noc3C)CC2)cc1F	-0.9	3.7	-3.1	-3.7	12.2	-8.4	-2.1	1.8
CC1CCN(S(=O)(=O)c2ccc(-c3nnc(C(=O)N4CCCCC4)o3)cc2)CC1	-2.0	-1.7	-1.1	-2.6	-14.2	-8.5	-0.4	-3.0
CCOC(=O)Cc1[nH]nc2c1C1(C(=O)N(CC)c3ccccc31)C(C#N)=C(N)O2 (stereo not given)	-5.1	-7.3	-84.9	-1.4	-13.7	10.6	-46.6	-30.7
CCOC(=O)c1ccc(NC(=O)CSc2nnc(CNC(=O)c3ccc(OC)cc3)n2C)cc1	-2.0	-3.0	4.9	-0.7	-5.6	-12.1	5.0	-0.1
COc1cccc(NC(=S)Nc2ccc3nc(-c4ccccn4)c(-c4ccccn4)nc3c2)c1	-94.2	-143.6	i	-7.3	-199.0	-317.9	-128.8	-133.1
Cc1ccn2c(=O)c(C(=O)NCc3ccccc3Cl)cnc2c1	-11.0	-111.2	-436.9	-10.4	-98.8	-29.1	-93.0	-9.0
COc1ccc2c(c1)CC(C(=O)NCc1ccc3c(c1)OCO3)CO2 (stereo not given)	0.2	5.5	9.0	0.8	2.6	-3.6	3.2	0.1
CC(C)C(=O)N1C[C@@H]2CN(Cc3ccc(O)cc3)[C@@H]2C1	1.1	8.9	17.7	0.0	12.7	1.2	7.5	3.4
CCOc1ncccc1C(=O)N1CCCCC1c1ccn2nccc2n1 (stereo not given)	0.1	-0.6	4.4	0.1	-2.2	-1.1	-14.8	0.3
Cn1c(C(=O)N2CCCC(c3ncc(Cc4ccc(F)cc4)o3)C2)cc(=O)n(C)c1=O (stereo not given)	-0.3	5.1	14.4	0.1	3.9	1.5	4.4	0.1
Brc1cccc(C2(c3nc(Cc4ccccc4)no3)CCOCC2)c1	7.5	28.8	29.5	10.0	19.6	24.9	16.1	8.0
CCCCOc1ccc(-c2nc(SCC(=O)Nc3cccc(OC)c3)c3c4c(sc3n2)COC(C)(C)C4)cc1	3.2	6.8	13.5	-2.7	7.1	12.2	11.5	2.7
CC1CCN(Cc2nc3c(c(=O)n(C)c(=O)n3C)n2Cc2cccc(Cl)c2)CC1	3.5	1.2	4.4	0.6	-1.3	0.6	1.0	-7.7
O=[N+]([O-])c1cc(C(F)(F)F)cc([N+](=O)[O-])c1Oc1ccc(S(=O)(=O)N2CCOCC2)cc1	-2.6	-1.6	-2.1	4.5	-3.9	-61.3	-5.2	2.3
